PAFAH1B2 FP inh: inhibitors of human PAFAH1B2 | P68402 | recombinant PAFAH1B2, FP-rhodamine activity probe, fluorescence polarization | inhibition, % at 3.39 µM | hit rate 1.2% among 340,000 | AID 492953;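 active = inhibition above the mean of all tested compounds plus 3 SD, cut at about 24% in these data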;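 note: 0% = enzyme with DMSO and 100% = wells lacking PAFAH1B2; many of its hits are not listed in these tables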
GSTO1 inh: counter-screen for RBBP9 inhibitors: inhibitors of human GSTO1; inhibition, % at 5.96 µM; recombinant GSTO1, activity-based probe fluorescence polarization; hit rate 1.1% among 300,000; P78417;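 active = inhibition above the campaign mean inhibition plus 3 SD, cut at about 35% in these data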;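 note: 0% = GSTO1-1 with DMSO and 100% = wells lacking GSTO1-1 enzyme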
PME-1 primary: PME-1 (human) inhibition; Q9Y570; recombinant PME-1, FP-Rh probe fluorescence polarization; inhibition, % at 5.9 µM; hit rate 0.53% among 320,000; AID 2130;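 active = inhibition above the campaign mean of all compounds plus 3 SD, cut at about 26% in these data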;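 note: competitive labeling of PME-1 active site by serine hydrolase directed probe; 0% = PME-1 with DMSO and 100% = wells lacking PME-1 enzyme; inhibitors block probe labeling so polarization falls and inhibition rises; many of its hits are not listed in these tables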
LYPLA1 inh: blocks human lysophospholipase 1, a PME1 counter-screen. recombinant LYPLA1, FP-Rh probe fluorescence polarization. hit rate 0.16% among 320,000. inhibition, % at 5.9 µM;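 active = inhibition above the mean of all tested compounds plus 3 SD, set per campaign, cut at about 14% in these data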;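 note: inhibitors block serine hydrolase probe labeling of LYPLA1 so polarization falls; 0% = enzyme with DMSO and 100% = wells lacking LYPLA1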
Target sequence (O75608 whole entry, looked up): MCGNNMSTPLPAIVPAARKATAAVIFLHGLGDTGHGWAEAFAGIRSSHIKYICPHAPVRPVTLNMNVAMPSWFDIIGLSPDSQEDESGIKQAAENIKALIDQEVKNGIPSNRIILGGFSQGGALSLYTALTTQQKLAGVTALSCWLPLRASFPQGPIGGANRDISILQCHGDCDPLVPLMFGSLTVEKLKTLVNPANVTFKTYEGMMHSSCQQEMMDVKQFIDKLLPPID
pPAFAH FP inh: pPAFAH (human) enzyme inhibition. hit rate 1.5% among 330,000. recombinant pPAFAH, FP-rhodamine probe fluorescence polarization. inhibition, % at 3.39 µM. Q13093;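 active = inhibition above the mean inhibition across the screen plus 3 SD, cut at about 25% in these data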;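 note: inhibitors block binding of the rhodamine activity-based probe so polarization drops; 0% = enzyme with DMSO and 100% = wells lacking pPAFAH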
Target sequence (Q13093 whole entry, looked up): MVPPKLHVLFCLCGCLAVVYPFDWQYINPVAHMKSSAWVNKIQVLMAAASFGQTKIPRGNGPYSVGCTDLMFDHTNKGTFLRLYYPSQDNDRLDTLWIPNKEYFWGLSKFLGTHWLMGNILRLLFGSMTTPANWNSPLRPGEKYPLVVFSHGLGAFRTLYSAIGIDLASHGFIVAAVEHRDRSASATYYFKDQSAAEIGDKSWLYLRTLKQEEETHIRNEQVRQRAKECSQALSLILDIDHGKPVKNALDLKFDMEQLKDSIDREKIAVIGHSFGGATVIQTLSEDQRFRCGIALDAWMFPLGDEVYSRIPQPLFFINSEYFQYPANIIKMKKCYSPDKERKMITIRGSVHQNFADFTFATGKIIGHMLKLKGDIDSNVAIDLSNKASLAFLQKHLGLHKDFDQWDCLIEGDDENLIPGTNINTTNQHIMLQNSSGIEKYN
PAFAH2 FP inh: PAFAH2 (human) inhibition | Q99487 | recombinant PAFAH2, FP-rhodamine activity probe, fluorescence polarization | inhibition, % at 3.39 µM | hit rate 0.99% among 340,000 | AID 492956;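 active = inhibition above the mean over all tested compounds plus 3 SD, cut at about 30% in these data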;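 note: inhibitors block probe labeling of enzyme so polarization drops; 0% = enzyme with DMSO and 100% = wells lacking PAFAH2 protein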
PAFAH1B3 inh: blocks human PAF acetylhydrolase 1B catalytic subunit 3; Q15102; recombinant PAFAH1B3, FP-rhodamine probe, fluorescence polarization; inhibition, % at 3.39 µM; hit rate 0.28% among 340,000; AID 492972;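 active = inhibition above the screen-wide average of all tested compounds plus 3 SD, cut at about 25% in these data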;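 note: 0% = enzyme with DMSO only and 100% = wells lacking PAFAH1B3 protein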
Target sequence (Q15102 whole entry, looked up): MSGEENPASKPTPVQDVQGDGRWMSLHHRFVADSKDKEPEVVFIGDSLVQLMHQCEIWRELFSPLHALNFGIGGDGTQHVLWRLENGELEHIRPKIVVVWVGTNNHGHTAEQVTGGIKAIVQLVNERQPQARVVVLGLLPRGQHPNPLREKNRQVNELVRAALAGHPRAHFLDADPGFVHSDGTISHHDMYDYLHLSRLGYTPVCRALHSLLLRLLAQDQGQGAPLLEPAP
PAD4 FP inh: PAD4 (human) enzyme inhibition; recombinant PAD4, RCA probe fluorescence polarization; inhibition, % at 6.36 µM; hit rate 0.41% among 330,000; Q9UM07; AID 485272;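 active = percent inhibition above a cutoff equal to the mean of all tested compounds plus 3 SD, cut at about 15% in these data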;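 note: 0% = PAD4 with RCA probe and DMSO and 100% = probe without PAD4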
Fam108B counter: blocks mouse Fam108B hydrolase in RBBP9 counter-screen | inhibition, % at 9.51 µM | hit rate 0.33% among 300,000 | recombinant Fam108B, FP-Rh probe fluorescence polarization;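 active = inhibition above the screen mean inhibition plus 3 SD, computed separately per campaign, cut at about 18% in these data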;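 note: inhibitors lower polarization as less probe binds the enzyme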
* hit, by the source's call; · = not tested or not shown.

Labels used below: A = PAFAH1B2 FP inh; B = GSTO1 inh; C = PME-1 primary; D = LYPLA1 inh; E = pPAFAH FP inh; F = PAFAH2 FP inh; G = PAFAH1B3 inh; H = PAD4 FP inh; I = Fam108B counter
Cc1ccc(CCNC(=O)C2CCN(S(=O)(=O)c3cccc4nsnc34)CC2)cc1
  A: 11.9; B: -3.2; C: 4.8; D: -2.6; E: 3.6; F: -1.8; G: -1.0; H: 1.9; I: -0.9

O=C(COC(=O)CNC(=O)C1CCCCC1)Nc1ccc(F)c([N+](=O)[O-])c1
  A: 3.5; B: ·; C: ·; D: ·; E: 3.4; F: 3.2; G: 0.7; H: -6.6; I: ·

Cc1ccc2c(CC(=O)OCn3nnc4ccccc4c3=O)coc2c1
  A: 9.4; B: 1.9; C: -4.4; D: -0.8; E: 9.8; F: 1.8; G: -0.1; H: 1.4; I: -0.5

Cc1ccc(NC(=O)CN2C(=O)N/C(=C/c3ccccc3OCc3cccc(C(=O)O)c3)C2=O)cc1
  A: 5.4; B: -17.4; C: -13.2; D: -5.2; E: -7.9; F: -9.7; G: 2.2; H: -15.3; I: -6.3

CC(=O)c1ccc(S(=O)(=O)Nc2ccc(Cl)c(S(=O)(=O)N3CCCC3)c2)cc1
  A: 6.2; B: ·; C: ·; D: ·; E: 7.1; F: 10.1; G: 4.2; H: -2.0; I: ·

O=C(Cc1ccc(Cl)cc1)Nc1ccc(Cl)cn1
  A: 6.4; B: -0.8; C: -3.4; D: 0.5; E: -0.3; F: -7.8; G: 6.4; H: 0.6; I: 1.4

O=C(CSCc1ccccc1)Nc1ccc2c(c1)C(=O)NC2=O
  A: 13.5; B: 9.3; C: 1.2; D: 0.3; E: -2.3; F: 0.9; G: 12.0; H: 3.9; I: 9.6

Cn1c2c(c(=O)n(C)c1=O)C(c1cccc([N+](=O)[O-])c1)Nc1ccccc1O2 (centres undefined)
  A: 0.1; B: -0.3; C: 1.6; D: 2.9; E: 8.3; F: -1.2; G: 10.5; H: -0.8; I: -2.0

NS(=O)(=O)c1ccc(CNC(=O)c2ccc(S(=O)(=O)NCc3ccco3)cc2)cc1
  A: 0.1; B: ·; C: -4.0; D: -0.6; E: 1.7; F: 9.6; G: 1.9; H: -6.2; I: ·

CS(=O)(=O)NCc1ccc(C(=O)NC2CCCCC2)cc1
  A: -1.3; B: 2.8; C: -2.0; D: 2.9; E: 8.6; F: -5.3; G: 4.3; H: 0.8; I: -4.6

COP(=O)(OC)c1nc(-c2cccc3ccccc23)oc1N1CCCCC1
  A: 4.1; B: -0.6; C: -4.1; D: 5.3; E: 10.3; F: -1.5; G: 0.6; H: -0.9; I: 2.2

NC(=S)N/N=C1\CC(n2nnnc2-c2ccccc2Cl)C2COC1O2 (centres undefined)
  A: 5.3; B: 11.8; C: -2.9; D: 4.5; E: -1.0; F: 4.3; G: 1.8; H: 0.1; I: -1.3

Cc1ccc(NC2=NCC(=O)N2C2CCCC2)cc1C
  A: -5.2; B: -0.2; C: -3.9; D: -0.6; E: -5.6; F: 6.2; G: -6.2; H: -3.5; I: -1.2

O=C(CSc1ncccn1)NC(=O)Cc1ccccc1
  A: -1.8; B: ·; C: 1.8; D: 0.4; E: 0.2; F: 5.6; G: 2.0; H: 1.5; I: ·

Cc1ccccc1N1C(=O)C(Oc2ccc(Cl)cc2)C1CNCC1CCCO1 (centres undefined)
  A: -6.5; B: 3.0; C: 3.5; D: 3.2; E: 0.6; F: 9.4; G: -4.2; H: 0.8; I: -0.2

CC1=C(C(=O)OC(C)C)C(c2ccc(N(C)C)cc2)C2=C(CC(C)(C)CC2=O)N1 (centres undefined)
  A: -2.1; B: 7.0; C: -0.7; D: -0.5; E: 5.2; F: 6.7; G: 12.0; H: -3.9; I: 1.5

CCOC(=O)c1c(C)n(CCOc2ccccc2)c2ccc(O)cc12
  A: 6.2; B: 8.0; C: -4.7; D: 1.0; E: 6.2; F: -5.0; G: 2.4; H: 3.0; I: 1.4

C/C(=N/NC(=O)c1sc(=S)n(C)c1C)c1ccccc1
  A: -4.2; B: -2.0; C: -5.3; D: -3.8; E: -2.2; F: 2.2; G: 6.0; H: 0.9; I: -2.5

O=C(CNS(=O)(=O)c1c(Cl)cccc1Cl)N1CCCCCC1
  A: -1.9; B: 0.2; C: 0.5; D: 4.0; E: 3.4; F: -1.5; G: 7.0; H: 0.4; I: 0.4

CCCc1cc(=O)[nH]c(SCC(=O)NC2(C#N)CCCCC2)n1
  A: 1.2; B: ·; C: 1.9; D: 0.5; E: 0.2; F: -2.5; G: 3.6; H: -7.7; I: ·

c1ccc(CCNc2ncnc3c2cnn3-c2ccccc2)cc1
  A: 2.0; B: -7.1; C: -10.8; D: -3.7; E: -0.2; F: -6.2; G: 4.1; H: -2.2; I: -2.5

CCNS(=O)(=O)c1ccc(NS(C)(=O)=O)cc1
  A: 3.0; B: -0.8; C: 0.1; D: -1.4; E: -0.3; F: 4.4; G: -3.9; H: -1.8; I: 1.2

CCOc1ccc(NC(=O)NCCN2CCN(c3cccc(C)c3C)CC2)cc1
  A: 4.8; B: -3.9; C: -2.7; D: 4.3; E: 2.3; F: -4.0; G: 3.7; H: -1.5; I: 13.2

COc1ccc(-c2csc(-n3ncc(-c4ccccn4)c3N)n2)cc1
  A: 0.3; B: 9.8; C: 1.0; D: -2.6; E: 4.3; F: 5.0; G: 3.7; H: -3.6; I: -3.8

CC1(C)CC(=O)C2=C(C1)NC1=C(C(=O)c3ccccc31)C2c1ccccc1 (centres undefined)
  A: 2.9; B: 2.6; C: 6.8; D: 0.2; E: 12.8; F: 10.5; G: 4.5; H: 3.7; I: 14.5

COc1ccc(C(=O)NCC(=O)OCC(=O)N2CCCc3ccccc32)cc1
  A: 4.7; B: 3.4; C: 3.7; D: -1.6; E: 4.7; F: -8.5; G: 3.1; H: -2.5; I: -3.7

O=C(NCC1CCCCC1)c1cccc([N+](=O)[O-])c1
  A: 8.4; B: -2.6; C: -2.5; D: 1.9; E: 1.0; F: 4.3; G: 6.6; H: -6.2; I: 0.1

COc1ccc(CCNC(=O)C2C3CCC(C3)C2C(=O)O)cc1OC (centres undefined)
  A: 3.5; B: 4.8; C: -2.5; D: -1.0; E: -3.0; F: 4.3; G: 2.3; H: -2.2; I: 2.5

CC(C)(C)SC(C(=O)N1CCOCC1)c1ccc(Br)cc1 (centres undefined)
  A: 4.3; B: -1.8; C: -0.4; D: -0.1; E: 5.0; F: -9.5; G: 5.1; H: 3.4; I: 2.1

Cc1cc(OCC(=O)NCCN2CCOCC2)cc(C)c1Br
  A: -0.8; B: 2.3; C: -4.7; D: -0.7; E: 3.9; F: -4.1; G: 3.4; H: -0.4; I: -1.1

CC1CCN(C(=O)c2cc3ccccc3cc2O)CC1
  A: 1.8; B: 2.7; C: -1.8; D: 4.0; E: 4.0; F: -1.5; G: 6.4; H: 1.8; I: 3.4

COc1cccc(-c2ccc(SCC(=O)N3CCN(c4ccccc4)CC3)nn2)c1
  A: -3.4; B: 2.9; C: 0.6; D: 0.8; E: -0.4; F: 3.1; G: 3.8; H: 2.1; I: 4.8

O=C(NCC1CCCN(C(=O)Cc2ccccc2Cl)C1)c1ccc(F)cc1 (centres undefined)
  A: -3.0; B: -0.7; C: 6.5; D: -6.8; E: -1.9; F: 0.0; G: -1.5; H: 1.6; I: -2.4

N=C1S/C(=C\c2cccc3ccccc23)C(=O)N1c1ccc(F)cc1
  A: -1.1; B: -2.7; C: -12.0; D: -5.9; E: 13.8; F: -2.9; G: -8.4; H: 0.0; I: -11.1

CCn1cc(C(=O)Nc2ccc3c(c2)OCCO3)c2cc(OC)c(OC)cc2c1=O
  A: -4.2; B: -2.4; C: -2.4; D: 1.6; E: 0.7; F: 6.1; G: 5.5; H: -2.9; I: -0.7

Cc1ccc(C)c(NC(=O)CSc2nnc(-c3cc(C)[nH]n3)n2N)c1
  A: -1.2; B: 1.2; C: 2.6; D: 0.4; E: -4.9; F: 11.1; G: 1.9; H: -5.6; I: -5.4

CCC(C)[C@H](NC(=O)NCc1ccccn1)C(=O)OC (some centres undefined)
  A: 4.4; B: 5.5; C: -2.4; D: 5.9; E: 4.4; F: 2.2; G: 0.3; H: 2.7; I: -3.0

Cc1ccc(-c2csc(NC(=O)CSc3nc(C)cs3)n2)cc1
  A: -0.2; B: 3.6; C: -14.2; D: -19.7; E: -6.7; F: -5.9; G: -0.4; H: 1.5; I: -11.3

CCOC(=O)c1c(CN2CCOCC2)n(-c2ccccc2)c2cc(Br)c(O)c(CN(C)C)c12
  A: 0.6; B: -4.6; C: 2.6; D: -1.1; E: 5.7; F: -2.7; G: -7.5; H: -1.7; I: 2.6

CCC(=O)N1CC2(CC(c3cccc([N+](=O)[O-])c3)=NO2)C[C@H]1C(=O)NCC(N)=O (some centres undefined)
  A: 4.8; B: 3.1; C: -3.9; D: 0.3; E: 0.4; F: 7.6; G: 8.4; H: 4.1; I: 4.0

O=C(CSc1nnc(Cc2csc(Nc3cccc(Cl)c3)n2)o1)N1CCc2ccccc21
  A: 2.6; B: -1.0; C: 7.0; D: -12.2; E: 4.9; F: -18.0; G: -0.2; H: -7.4; I: 18.7*

CCNc1ccc(C(=O)OCC)cc1NC(=O)c1cccc(S(=O)(=O)N2CCOCC2)c1
  A: 2.5; B: 0.1; C: -1.3; D: -1.2; E: 2.9; F: -5.4; G: 3.5; H: 8.9; I: 5.2

N#Cc1ccc(C23CC4(C2)[C@H](CN(Cc2ccc(C(F)(F)F)cc2)[C@@H]4c2ccccc2)C3c2ccc(C(F)(F)F)cc2)cc1 (some centres undefined)
  A: ·; B: 3.3; C: -9.5; D: -6.0; E: -6.6; F: ·; G: ·; H: 1.0; I: -5.0

CCOc1ccc(NC(=O)CCCN2C(=S)NC(C)(C)CC2C)cc1 (centres undefined)
  A: 4.0; B: 7.3; C: -3.9; D: -0.7; E: -5.5; F: -1.8; G: -3.3; H: 0.6; I: -2.9

CCOC(=O)Cn1cc(/C=N/NC(=O)c2cc3ccccc3o2)c2ccccc21
  A: 4.7; B: -6.1; C: 10.2; D: -2.9; E: 5.0; F: 2.8; G: 10.7; H: 1.6; I: -0.2

CCCCNC(=O)CC1N=C2c3ccccc3N=C(SCC(=O)Nc3ccccc3C)N2C1=O (centres undefined)
  A: 4.8; B: 8.1; C: 3.6; D: 0.5; E: 1.4; F: 17.5; G: 3.0; H: -0.3; I: 1.9

O=c1cc(-c2ccncc2)oc2c1ccc1ccccc12
  A: 0.0; B: -10.9; C: -2.3; D: -3.5; E: 0.3; F: 5.3; G: 10.8; H: 0.3; I: -3.7

Cc1csc2c(=O)n(CCO)c(=O)[nH]c12
  A: ·; B: 5.7; C: 0.1; D: -0.3; E: 3.9; F: ·; G: ·; H: 2.0; I: -3.3

One compound at a time, as listed above. Order of screens: PAFAH1B2 FP inh, GSTO1 inh, PME-1 primary, LYPLA1 inh, pPAFAH FP inh, PAFAH2 FP inh, PAFAH1B3 inh, PAD4 FP inh, Fam108B counter
Record of N#Cc1ccc(C23CC4(C2)[C@H](CN(Cc2ccc(C(F)(F)F)cc2)[C@@H]4c2ccccc2)C3c2ccc(C(F)(F)F)cc2)cc1 (some centres undefined) → ·, 3.3, -9.5, -6.0, -6.6, ·, ·, 1.0, -5.0
Record of COc1ccc(C(=O)NCC(=O)OCC(=O)N2CCCc3ccccc32)cc1 → 4.7, 3.4, 3.7, -1.6, 4.7, -8.5, 3.1, -2.5, -3.7
Record of O=C(NCC1CCCN(C(=O)Cc2ccccc2Cl)C1)c1ccc(F)cc1 (centres undefined) → -3.0, -0.7, 6.5, -6.8, -1.9, 0.0, -1.5, 1.6, -2.4

Only part of the results is shown (hit frequency here may not be typical).
